# Rin1 Abl inh = inhibitors of human Rin1-Abl protein interaction | AID 588664 | P00519+Q13671 | TR-FRET Rin1/Abl binding, biochemical | inhibition, % at 7.35 µM | 0.4% of 360,000 active; in the data active = inhibition above about 5%, passing the limit was not always enough
# PABP1 MLLE inh = blocks PAM2 peptide binding to the PABP1 MLLE domain; inhibition, % at 20 µM; AID 588489; P11940; GST-MLLE / FITC-PAM2 fluorescence polarization; 0.36% of 360,000 active; in the data active = inhibition above about 35%, passing the limit was not always enough;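 also: plate controls were DMSO wells with GST-MLLE for no effect and wells lacking GST-MLLE protein for full effect; some results filed as inactive read as strong as hits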
# Neddyl block = cullin neddylation inhibition | TR-FRET cullin neddylation, biochemical | calls only at 25 µM | 0.58% of 360,000 active; in the data active = inhibition above about 36%
# MT1-MMP act inh = MT1-MMP (human) activation inhibition; P50281; HT1080 RFP-PRO-GFP cells, GFP/RFP ratio fluorescence, overnight; percent of plate control window, DMSO zero; GFP/RFP ratio change, % at 20 µM; 0.061% of 360,000 active; AID 651647;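 active = GFP/RFP ratio change of at least 30% with cell ATP level not reduced by more than half and red fluorescence within 50% of control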; also: strong numbers were not always called active
#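 Compound: 20 µM single dose, 1% DMSO / System: HT1080 RFP-PRO-GFP cells / Controls: DMSO and RFP-L50D-GFP cell wells / Read-out basis: GFP/RFP fluorescence ratio / Schedule: overnight compound exposure at 37 °C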
# NRP1-CendR mod = modulators of CendR peptide binding to human neuropilin-1; FAM-RPARPAR peptide binding to NRP-1, fluorescence polarization; inhibition, % at 25 µM; 0.85% of 360,000 active; AID 602438;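 active = inhibition or corrected inhibition above about 18%, plus a signal ratio from 0.5 to 1.5, limit read from the data, passing the limit was not always enough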; also: strong numbers were not always called active
# Target sequence (O14786 whole entry, looked up): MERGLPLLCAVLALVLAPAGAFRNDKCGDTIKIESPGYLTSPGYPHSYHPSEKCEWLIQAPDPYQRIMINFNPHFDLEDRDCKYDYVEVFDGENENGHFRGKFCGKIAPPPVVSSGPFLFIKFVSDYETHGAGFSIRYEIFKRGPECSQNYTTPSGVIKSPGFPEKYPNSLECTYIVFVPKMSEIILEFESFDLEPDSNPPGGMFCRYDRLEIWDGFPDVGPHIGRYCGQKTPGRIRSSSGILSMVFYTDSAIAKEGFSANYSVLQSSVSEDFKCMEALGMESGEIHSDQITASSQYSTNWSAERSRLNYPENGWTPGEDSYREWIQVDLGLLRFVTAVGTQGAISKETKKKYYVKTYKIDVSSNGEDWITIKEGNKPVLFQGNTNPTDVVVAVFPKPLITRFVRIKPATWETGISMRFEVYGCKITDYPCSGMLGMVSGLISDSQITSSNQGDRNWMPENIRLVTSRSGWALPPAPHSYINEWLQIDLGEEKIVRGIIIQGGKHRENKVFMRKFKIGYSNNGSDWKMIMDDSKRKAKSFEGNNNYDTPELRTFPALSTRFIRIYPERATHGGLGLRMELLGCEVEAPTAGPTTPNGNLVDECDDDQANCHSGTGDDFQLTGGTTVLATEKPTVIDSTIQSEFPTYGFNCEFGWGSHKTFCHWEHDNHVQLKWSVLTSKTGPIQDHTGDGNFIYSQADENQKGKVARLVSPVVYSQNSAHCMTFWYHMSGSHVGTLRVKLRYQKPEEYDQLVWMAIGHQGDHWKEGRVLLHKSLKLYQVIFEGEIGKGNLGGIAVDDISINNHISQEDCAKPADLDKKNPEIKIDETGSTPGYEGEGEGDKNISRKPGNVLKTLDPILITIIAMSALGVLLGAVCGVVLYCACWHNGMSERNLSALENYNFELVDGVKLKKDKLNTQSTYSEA
# bovine MsrA act = activates bovine MsrA enzyme; purified bovine MsrA, absorbance read-out; activation, % at 10.6 µM; 0.3% of 360,000 active; AID 602163; in the data active = activation above about 7.5%;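 also: 0% = vehicle and 100% = reference activator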
# FAS-TE inh = inhibitors of human fatty acid synthase thioesterase domain; AID 602261; inhibition, % at 15 µM; 0.67% of 360,000 active; recombinant FAS-TE, OMFH fluorogenic substrate, fluorescence endpoint;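 active = compounds whose normalised, plate-corrected inhibition of enzyme fluorescence in the single-dose primary screen is 50% or more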;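 also: 0% = DMSO with enzyme and 100% = substrate without enzyme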
# SKN-1 inh = inhibitors of C. elegans SKN-1; C. elegans VP596 Pgst-4::GFP/RFP ratio, acrylamide-induced, 24 h; inhibition, % at 21.8 µM; 0.49% of 360,000 active; AID 624304;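 active = interference check ratio from 0.5 to 1.5 plus GFP to RFP signal ratio inhibition reaching or exceeding a fixed threshold, cut at about 30% in these data, passing the limit was not always enough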; also: some compounds called inactive have numbers as strong as hits
# eLon inh = inhibits E. coli Lon protease; P0A9M0; purified E. coli Lon protease, fluorescence polarization; inhibition, % at 7.94 µM; 0.42% of 360,000 active; in the data active = inhibition above about 13%, passing the limit was not always enough;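 also: 0% = enzyme with probe and DMSO and 100% = no enzyme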
# An asterisk follows results filed as active; i = inactive; nt = not tested or not shown.
SMILES,Rin1 Abl inh,PABP1 MLLE inh,Neddyl block,MT1-MMP act inh,NRP1-CendR mod,bovine MsrA act,FAS-TE inh,SKN-1 inh,eLon inh
O=C(NCCc1cccc(Cl)c1)C1CCC(=O)N(Cc2ccc(Cl)cc2)C1 (centres undefined),-2,0,i,-3,6,-1,8,-12,-4
O=C(Nc1ccc(N2CCOCC2)cc1)c1cn2ccccc2n1,1,4,i,4,7,-3,-2,4,-1
CCOc1cc(-c2nc(-c3ccc(C)nc3OC)no2)cc(OCC)c1OCC,0,-8,i,3,-4,-2,-4,-1,-2
CCCc1cc(C(=O)Nc2cccc(-c3nn[nH]n3)c2)sc1C,0,8,i,-1,-2,-2,0,12,0
O=C(COC(=O)c1cncc(Br)c1)NCc1ccccc1Cl,0,-6,i,1,0,-1,0,5,-1
CC1CC(=O)C2=C(C1)OC(N)=C(C#N)C2c1coc2ccccc2c1=O (centres undefined),5,12,i,-120,-22,-1,-12,3,-4
COc1ccc(CNC(=O)c2sc(=O)n(Cc3cc(Cl)ccc3OC)c2C)cc1,2,-3,i,2,-4,0,21,15,2
COc1ccccc1Nc1ccc(NC(=O)c2cccc([N+](=O)[O-])c2C)cc1,2,-9,i,4,3,-1,31,8,8
CN1CCN(C(=O)c2ccc(Cc3cn(C)c4ccccc34)nc2)CC1,0,3,i,0,-3,0,-12,9,6
CS/C(=C\[N+](=O)[O-])Nc1ccc(OC(F)(F)F)cc1,0,7,i,-3,3,-6,4,-1,-7
CCOC(=O)COc1ccc(S(=O)(=O)NCc2ccncc2)cc1,3,-1,i,0,2,0,-4,-1,-3
FC(F)(F)c1ccccc1NC(=S)N1CCN(c2ccccn2)CC1,1,-5,i,-1,-17,-2,-3,4,4
O=C(CSc1ccc(Br)cc1)NCC1CCCO1 (centres undefined),1,-2,i,1,6,-4,3,-3,3
CCOC(=O)N1CCN(C(=O)CCc2ccccc2)CC1,4,3,i,1,4,-3,-4,8,-5
CC(C)C1N(C(=O)CN2CCCCC2)CCN1S(=O)(=O)c1ccccc1 (centres undefined),-2,13,i,-2,20,-3,1,-4,6

# A draw from above in order of number of heavy atoms, rising.
SMILES,Rin1 Abl inh,PABP1 MLLE inh,Neddyl block,MT1-MMP act inh,NRP1-CendR mod,bovine MsrA act,FAS-TE inh,SKN-1 inh,eLon inh
CS/C(=C\[N+](=O)[O-])Nc1ccc(OC(F)(F)F)cc1,0,7,i,-3,3,-6,4,-1,-7
COc1ccccc1Nc1ccc(NC(=O)c2cccc([N+](=O)[O-])c2C)cc1,2,-9,i,4,3,-1,31,8,8
CCOc1cc(-c2nc(-c3ccc(C)nc3OC)no2)cc(OCC)c1OCC,0,-8,i,3,-4,-2,-4,-1,-2

# Further results.
SMILES,Rin1 Abl inh,PABP1 MLLE inh,Neddyl block,MT1-MMP act inh,NRP1-CendR mod,bovine MsrA act,FAS-TE inh,SKN-1 inh,eLon inh
Cc1noc(C)c1COc1cccc(C(=O)Nc2ccc(OCc3ccccc3)cc2)c1,-2,0,i,5,3,-2,20,17,-3
COc1ccc(NC(C)=O)cc1NC(=O)c1cccc(S(=O)(=O)N2CCN(Cc3ccccc3)CC2)c1,-1,-11,i,3,-2,-5,-2,9,-1
COc1cccc(-n2nnc3c(=O)n(CC(=O)NCC4CCCO4)cnc32)c1 (centres undefined),-3,7,i,5,-10,-1,-5,15,4
O=C(Nc1ccc(O)cc1)c1cc2n(n1)C(C(F)(F)F)CC(c1ccco1)N2 (centres undefined),-1,-7,i,-9,2,0,1,16,-9
CCOC(=O)c1cnc2c(c(C)nn2CC)c1NC1CC1,0,-7,i,-5,4,-2,4,14,0
CC(C)N(C)CCOC(=O)c1ccccc1Br,4,16,i,1,10,-2,-7,10,1
CCOC(=O)c1cc([N+](=O)[O-])cc([N+](=O)[O-])c1Sc1ncnc2nc[nH]c12,2,27,i,28,15,5,30,-7,-12
O=C(O)c1sc(C(=O)O)c(-c2ccccc2)c1-c1ccccc1,-1,5,i,-4,-7,-2,-7,6,-1
COc1cc(/C=N/NC(=O)c2cccc3ccccc23)ccc1OCC(N)=O,-4,-10,i,-2,-15,-7,-4,-12,1
CC1CCN(S(=O)(=O)c2cn(CC(=O)N3CCN(c4cccc(C(F)(F)F)c4)CC3)cn2)CC1,0,0,i,5,-14,-2,4,0,3
Cc1ccc(C)c(NC2=NC3(CCCCC3)N=C(N)N2)c1,1,2,i,2,-6,-8,-9,3,-5
c1ccc(-c2cnnc(SCc3cn4cccnc4n3)n2)cc1,-2,28,i,3,-11,-2,-8,-20,-3
CC(=NNC(=S)N1CC2CCC(CC2)C1)c1ccccn1,-2,22,i,-1,1,-7,-3,-13,-1
NS(=O)(=O)c1ccc(Sc2nc3ccccc3s2)c([N+](=O)[O-])c1,-2,-8,i,13,-3,-6,20,-6,5
Cc1c(C(=O)NCc2ccccc2C(F)(F)F)sc(=O)n1Cc1ccc(S(=O)(=O)N(C)C)cc1,-2,1,i,1,4,-2,17,-3,-1

# Retrieved one by one from the list above:
SMILES,Rin1 Abl inh,PABP1 MLLE inh,Neddyl block,MT1-MMP act inh,NRP1-CendR mod,bovine MsrA act,FAS-TE inh,SKN-1 inh,eLon inh
Cc1c(C(=O)NCc2ccccc2C(F)(F)F)sc(=O)n1Cc1ccc(S(=O)(=O)N(C)C)cc1,-2,1,i,1,4,-2,17,-3,-1
NS(=O)(=O)c1ccc(Sc2nc3ccccc3s2)c([N+](=O)[O-])c1,-2,-8,i,13,-3,-6,20,-6,5

# (further entries)
SMILES,Rin1 Abl inh,PABP1 MLLE inh,Neddyl block,MT1-MMP act inh,NRP1-CendR mod,bovine MsrA act,FAS-TE inh,SKN-1 inh,eLon inh
COc1ccc(/C=C(\C)C(=O)c2c(C)cc(C)[nH]c2=O)cc1,-3,1,i,-1,8,-4,-2,2,-4
COc1ccccc1NC(=O)CN1CCN(CC(=O)Nc2ccc(F)cc2)CC1,-2,12,i,2,6,0,-1,14,-5
Cc1ccc2c(c1)[C@H]1[C@H](CO2)[C@H](c2ccccc2)[C@]2(C)C(=O)N(Cc3ccccc3)CC(=O)N12,-1,2,i,-2,0,-4,20,-4,-1
Cc1c(C(=O)NCc2cccnc2)oc2ccc(S(=O)(=O)N3CCC4(CC3)OCCO4)cc12,-1,-11,i,-2,-4,0,-1,4,-8
COc1ccc(NC(=O)CSc2nnc(Cc3ccc(C)cc3)c(=O)n2N)cc1OC,-1,8,i,-1,6,-3,-20,2,6
COc1ccc(-n2nnnc2CNC(=O)c2c(-c3ccccc3Cl)noc2C)cc1,0,-6,i,4,4,-2,-5,-2,4
CC(C)(C)OC(=O)C[C@H]1C/C=C\C[C@H](CC(=O)N[C@@H](CO)Cc2ccccc2)C(=O)N[C@H](C(C)(C)C)COC1=O,-1,2,i,-1,-11,0,-6,5,2
CCOCCOC(=O)C1=C(C)NC(=O)NC1c1ccc2c(c1)OCO2 (centres undefined),0,2,i,0,11,-5,-6,-1,-2
CCC(=O)OC1CSc2nc3ccccc3n2C1 (centres undefined),3,6,i,0,-3,-4,-11,-14,3
CC(=O)c1cccc(N(CC(=O)Nc2ccc(S(=O)(=O)N3CCOCC3)cc2)S(C)(=O)=O)c1,-1,4,i,0,-2,-2,-4,-4,-4
Cc1ccc(Nc2cc(C)nc(N3CCOCC3)n2)c(C)c1,-1,5,i,3,-6,-2,-9,6,0
COc1ccc(NC(=O)N(C)C[C@H]2Oc3ccc(NC(=O)C4CC4)cc3CC(=O)N([C@@H](C)CO)C[C@@H]2C)cc1,-1,-8,i,-1,-9,2,-11,9,-6
Cc1cccc(N2CCN(C(=O)NC3CCCCC3)CC2)c1C,1,-1,i,-1,6,-3,5,-5,-6
CCOC1CCCCC1NS(=O)(=O)c1ccc(Cl)cc1 (centres undefined),-2,6,i,6,-1,-8,-9,-1,7
O=C(NCc1ccc2c(c1)OCO2)Nc1ccc(F)cc1,-2,-4,i,2,5,-2,-1,24,6
COc1cc(C2=CCN(C(C)=O)CC2)ccc1OC(C)=O,0,0,i,0,7,-3,-11,6,5
O=C(O)c1ccccc1N/N=C/c1cc(Br)cc(Br)c1O,-4,-11,i,-11,-20,-11,14,-14,-11
COc1ccc(CN2CCN(Cc3cccc(Oc4ccccc4)c3)CC2)c(OC)c1OC,-1,-3,i,2,5,0,9,5,3
CC(C)C(C)NC(=O)COC(=O)/C=C/c1ccc(S(=O)(=O)N2CCc3ccccc32)cc1 (centres undefined),-1,-10,i,0,-21,-3,10,7,-5
Cc1ccc(CN(C)CC(=O)Nc2ccc3c(c2)CCC3)cc1,1,-9,i,1,3,4,18,3,-4
COCCn1c(SCC(=O)NNC(=O)c2ccccc2)nc2ccccc2c1=O,1,-6,i,-6,0,-8,-11,-3,-3
CCOc1cc(N2CCOCC2)c(OCC)cc1NC(=O)c1c(-c2ccccc2)noc1C,4,-4,i,1,-6,-4,9,-1,-2
COc1cc(C(=S)N2CCCC2)cc(OC)c1OS(=O)(=O)c1ccc(NC(C)=O)cc1,0,34,i,5,14,-9,-12,-7,1
CCOc1cc(N2CCOCC2)c(OCC)cc1NC(=O)C(NC(=O)c1c(F)cccc1F)C(C)C (centres undefined),0,-10,i,-2,6,-4,-8,5,-10
Cc1nc2ccccc2c(=O)n1/N=C/c1ccc(O)cc1,-1,1,i,7,10,-6,-5,11,-8
COCC(=O)Nc1nc2ccccc2s1,-5,-8,i,-6,10,-2,-10,13,2
CS(=O)(=O)NCc1nnc(SCc2ccc(C(F)(F)F)cc2)o1,-1,4,i,-3,-1,-2,-5,-4,-10
Cc1cc(C(=O)COC(=O)c2ccc(O)cc2O)c(C)n1C(C)C,0,4,i,2,9,-1,6,-1,2
CC(=O)Nc1ccc(Sc2ncccc2C(=O)Nc2ccc(F)cc2)cn1,1,-3,i,-6,-7,-2,-7,9,-6
CC(=O)Nc1sc(N/N=C\c2ccc(O)cc2)nc1-c1cccs1,-1,-3,i,-1,-1,-7,2,-1,-1
O=C(OCc1ccccc1)N1C[C@H](O)[C@H](O)C[C@@H]1c1c(Cl)cccc1Br,1,3,i,0,20*,-3,-3,4,3
CCN(CC(=O)Nc1ccc(NC(C)=O)cc1)C(=O)c1oc2c(ccc3ccccc32)c1C,3,-14,i,6,-18,-3,-4,5,5
O=C(O)Cc1csc(-c2cccc(F)c2)n1,2,6,i,-2,13,-3,-7,8,0
Cc1cccc(OCCSc2nncn2C)c1,1,7,i,5,-11,-2,-7,0,3
CC(C)n1c(C(O)c2ccc3c(c2)OCO3)nc2ccccc21 (centres undefined),4,9,i,1,5,2,-3,6,-3
O=C(c1ccccc1)N1CCN(C2CC(=O)N(CCc3ccccc3)C2=O)CC1 (centres undefined),4,11,i,nt,-4,-13,-8,-3,-5
CCC(=O)N1C(C(=O)NCc2ccc(OC)cc2)CSC1c1ccc(OC)cc1 (centres undefined),0,9,i,3,-26,1,2,-8,-3
Cc1nn2c(NCc3ccccn3)c3c(nc2c1-c1ccccc1)CCC3,-3,-12,nt,4,9,0,19,33,10
CCC(C)N(C(=O)Cn1nnc2ccccc21)C(C(=O)Nc1ccc(F)cc1)c1cccc(OC)c1 (centres undefined),3,9,i,5,-2,0,17,11,-8
Cc1ccc(S(=O)(=O)N2CCOCC2)cc1C(=O)NC1CCCCC1,6,-12,i,-3,12,-12,-7,4,8
CC(C)Cn1c(N)c(C(=O)COC(=O)/C=C/c2ccccc2)c(=O)n(C)c1=O,-2,-19,i,6,2,-6,6,-4,-5
CCN(CC)CC#CCOC(c1ccccc1)c1ccccc1,0,12,i,-1,-12,-1,5,-5,4
CCSc1nc2ccc(OC)cc2cc1C#N,-3,5,i,2,-2,-7,15,-4,-7
CCN1CCN(C(=O)Nc2cccc3ccccc23)CC1,5,-5,i,2,9,0,-2,20,-6
Cc1cc(C)nc(N2CCCC(C(=O)Nc3ccc4nc(C)c(C)nc4c3)C2)n1 (centres undefined),-5,2,i,1,4,-9,7,23,0
Cc1cc(C)cc(C(=O)N2CCCCC2)c1,0,2,i,1,4,0,-4,-6,-12
